# TDP-43 yeast inh = qHTS of TDP-43 Inhibitors; TDP-43 expressing yeast growth rescue, BacTiter-Glo, 24 h; Potency, µM (series often up to 46.1 µM), inactives show at the highest dose growth rescue (activation), usual class: activators; actives 1.8% (n = 410,000); AID 652104, 2013; also: potency is read from the fitted curve at half-maximal effect; % of control where 0% means no effect; nearly all actives have a fitted effect of over 50% in size
#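 Luminescence from BacTiter-Glo reports growth of TDP-43-expressing yeast after 24 hr at 30 deg C with compound. Cells were raffinose-pregrown to mid-log, then seeded in galactose medium at OD600=0.02.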
# GLP1R ag = qHTS of GLP-1 Receptor Agonists; actives 0.007% (n = 380,000); Potency, µM (doses to about 45.6 µM), without a hit: top-dose activation, actives largely listed as activators; Glucagon-like peptide 1 receptor (Homo sapiens), P43220; HEK293 GLP-1R CRE-luciferase, luminescence, 4-6 h; cells express a hypersensitive GLP-1R form; also: potency is read from the fitted curve at half-maximal effect; % of control where 0% means no effect
# FUS yeast rescue = qHTS for Suppressors of FUS Proteinopathy: Primary screen using FUS-linked yeast assay; S. cerevisiae FUS-expressing, growth rescue, OD600, 24 h; Potency, µM (titrated, usually from 76.6 µM), for inactives: top-dose growth rescue (activation), most hits filed as activators; actives 0.24% (n = 390,000);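 also: potency is read from the fitted curve at half-maximal effect; plate controls were DMSO vehicle for no effect and reference control for full effect; nearly all actives have a fitted effect of over 55% in size; some results filed as inactive show a strong effect at the top dose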
#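 Toxicity suppression screen in FUS-yeast. Cells induced with 2% galactose, starting OD 0.005, treated 24hr at 30C with compounds at multiple final concentrations; growth by OD600.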
# D3 antag = qHTS of D3 Dopamine Receptor Antagonist: qHTS; D3R cells, DiscoveRx beta-arrestin luminescence, antagonist mode; hits give low values; max response, negative = inhibition, %; actives 2.5% (n = 360,000); AID 652054, 2013; in the data active = max response below about -50%; inconclusive = no clear call, values can overlap the other calls; also: % is scaled to controls: 0 for no effect and ±100 for the full control effect; mostly tested at two doses, the higher about 12 µM
# Target sequence (P35462 whole entry, looked up): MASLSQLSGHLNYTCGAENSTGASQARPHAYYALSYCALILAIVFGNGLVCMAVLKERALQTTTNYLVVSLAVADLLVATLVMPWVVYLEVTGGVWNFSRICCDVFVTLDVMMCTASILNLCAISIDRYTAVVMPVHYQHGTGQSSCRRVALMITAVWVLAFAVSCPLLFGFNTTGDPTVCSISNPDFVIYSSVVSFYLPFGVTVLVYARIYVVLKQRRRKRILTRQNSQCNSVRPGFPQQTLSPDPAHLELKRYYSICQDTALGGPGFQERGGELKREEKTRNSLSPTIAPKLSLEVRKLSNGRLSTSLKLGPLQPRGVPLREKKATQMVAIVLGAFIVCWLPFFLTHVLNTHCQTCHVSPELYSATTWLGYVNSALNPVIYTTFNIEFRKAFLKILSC
#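 Cells plated overnight at 1500 cells/well, then exposed to library compounds with dopamine controls for 90 minutes at 37 degrees C. DiscoveRx reagent added for 30–60 minutes at room temperature; luminescence read, quantitative HTS format.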
# GLP-1R inv ag = qHTS of GLP-1 Receptor Inverse Agonists (Inhibition Mode). actives 1.6% (n = 410,000). HEK293 GLP-1R CRE-luciferase, luminescence, 24 h; GLP-1R form is constitutively active. AID 624417, 2012. Potency, µM (series often up to 38.3 µM), for inactives: at the highest dose activity change, negative = inhibition, hits mostly inhibitors; also: potency is read from the fitted curve at half-maximal effect; % is scaled to controls: 0 for no effect and ±100 for the full control effect; nearly all actives have a fitted effect of over 55% in size
#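 Seeding at 200 cells/uL, 12 h culture, 24 hr compound treatment, then luciferase reagent and a luminescence read; cells are HEK293 stably expressing a constitutively active GLP-1R plus cAMP-responsive luciferase.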
# Akt phos inh = HTS Assay for Inhibitors of Akt Phophorylation: Primary Screen; Neuro2A IGF-stimulated pAkt S473 HTRF, 20 min; hits give low values; activity change, % for hits at 50 µM; actives 0.32% (n = 360,000); AID 651550, 2012; in the data active = activity change below about -80%; inconclusive = mostly about -51% to -80%; also: % is scaled to controls: 0 for no effect and ±100 for the full control effect
#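 Single-point screen (50 µM final compound) in Neuro2A cells stimulated 20 min with 6 nM IGF at 37 deg C. After lysis, Ser473-phosphorylated Akt read by HTRF (ex 330 nm, em 615/665 nm) as the 665/615 ratio.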
# Abeta yeast res = qHTS for compounds that reverse cellular toxicity of Amyloid beta (A-beta) peptide in yeast: Primary Screen; AID 1347071, 2019; Potency, µM (highest dose often 46.1 µM), without a hit: at the top dose growth rescue, usual class: activators; yeast expressing A-beta42, growth rescue, OD600, 48 h; response scale: 0% DMSO, 100% iron-clioquinol control; actives 0.063% (n = 410,000); also: potency is read from the fitted curve at half-maximal effect; nearly all actives have a fitted effect of over 55% in size
#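 Yeast growth medium received pinned compounds, then yeast cells expressing toxic A-beta were added; plates incubated at 30 C for 48 hr. Growth read as absorbance at 600 nm, normalized to DMSO and equimolar FeCl3 plus clioquinol controls.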
# PTHR1 ag = qHTS for PTHR1 Agonists: Primary Screen; Parathyroid hormone/parathyroid hormone-related peptide receptor (Homo sapiens), Q03431; HEK293 GP2 PTHR1 cells, GloSensor cAMP luminescence, 1 h; Potency, µM (highest dose often 115 µM), for inactives: at the highest dose activation, usual class: activators; actives 0.075% (n = 410,000); AID 743266, 2014; also: potency is read from the fitted curve at half-maximal effect; nearly all actives have a fitted effect of over 55% in size; some results filed as inactive show a strong effect at the top dose; inactives centre near -15; many of its hits are not listed in these tables
# Target sequence (Q03431 whole entry, looked up): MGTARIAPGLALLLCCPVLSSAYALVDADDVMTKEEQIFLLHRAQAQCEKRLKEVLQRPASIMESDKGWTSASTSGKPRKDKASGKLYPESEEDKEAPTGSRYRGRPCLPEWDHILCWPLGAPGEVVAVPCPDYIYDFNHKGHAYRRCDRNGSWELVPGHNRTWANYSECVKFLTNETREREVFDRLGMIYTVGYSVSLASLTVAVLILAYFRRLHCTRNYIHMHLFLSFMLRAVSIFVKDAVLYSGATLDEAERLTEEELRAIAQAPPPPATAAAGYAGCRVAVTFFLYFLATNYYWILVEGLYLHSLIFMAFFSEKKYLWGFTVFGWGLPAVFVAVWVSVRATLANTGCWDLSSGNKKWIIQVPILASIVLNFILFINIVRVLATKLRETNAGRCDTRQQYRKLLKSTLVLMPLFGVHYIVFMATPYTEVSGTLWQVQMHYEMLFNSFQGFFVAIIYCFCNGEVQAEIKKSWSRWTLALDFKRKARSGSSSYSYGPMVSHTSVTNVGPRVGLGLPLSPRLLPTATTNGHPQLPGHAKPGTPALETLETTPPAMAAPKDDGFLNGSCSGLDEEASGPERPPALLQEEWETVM
#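 HEK-293-derived GP2 cells expressing PTHR1 and a GloSensor cAMP reporter, 3,000/well, plated overnight, given luciferin plus IBMX (each 0.5 mM as added) for 1 h at 37 °C, then compound for 1 h at 37 °C. Luminescence was read after 15 min at room temperature.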
# aSyn rescue = qHTS of alpha-syn Inhibitors; Yeast expressing alpha-synuclein, growth rescue, BacTiter-Glo, 24 h; Potency, µM (titrated, usually from 46.1 µM), for inactives: at the top dose growth rescue (activation), usual class: activators; actives 0.14% (n = 370,000); also: potency is read from the fitted curve at half-maximal effect; % of control where 0% means no effect; nearly all actives have a fitted effect of over 65% in size
#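 Galactose-induced alpha-syn yeast (OD600=0.02, raffinose-pregrown) + pinned cpd, 24 hr, 30 deg C; growth by BacTiter-Glo luminescence. Growth restoration scores as activation.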
# Numbers without * were called inactive; i = inactive; ? = inconclusive; nt = not tested or not shown; & = joins results of further samples; [ ] = remark or other dose. Unless noted, calls follow the shape of the dose curve; as a rule, active = well fitted curve in the direction sought with a large enough effect; inconclusive = small, poorly fitted or top-dose-only effect, or another doubt; inactive = no such curve, though single readings can be large; an effect the other way counts as inactive or inconclusive. A portion of the library, so the mix of outcomes need not match the whole.
1	Cc1nc(N)sc1-c1csc(Nc2ccccc2)n1
2	CC1(C)Cc2nc(Cl)c(C(N)=O)cc2CO1
3	CCOC(=O)C1(C)CCCCCN1C(=O)/C=C/c1ccccc1 (configuration not stated)
4	Cc1ccc(CCNC(=O)CCSCc2ccc(Cl)cc2)cc1
5	Cn1cccc1/C=N/NC(=O)c1cccs1
6	COC(=O)c1cc(C(C)=O)n2ccccc12
7	Nc1cc(Cl)ccc1Nc1ccncc1
8	CC(=O)NCc1ccc(S(=O)(=O)N2CCN(S(=O)(=O)c3ccc4ccccc4c3)CC2)cc1
screen / no.,1,2,3,4,5,6,7,8
TDP-43 yeast inh,-8%,5%,22%,26%&12%,12%,20%,-4%,11%
GLP1R ag,?,8%,4%,6%,12%,15%,0%,-1%
FUS yeast rescue,?,17%,-17%,-15%&-15%,-24%,-19%,-9%,28%
D3 antag,-56*,9,19,-19,-8,3,3,16
GLP-1R inv ag,11%,7%,-7%,?,12%,18%,?,2%
Akt phos inh,i,i,i,i,nt,i,i,i
Abeta yeast res,3%,3%,0%,?,13%,-3%,-2%,18%
PTHR1 ag,i,i,-23%,i,-9%,i,i,i
aSyn rescue,-10%,2%,8%,10%,-1%,8%,3%,2%

9	Cc1cccc(NC(=O)COC(=O)C2COc3ccccc3O2)c1C (configuration not stated)
10	Cc1nn2c(=O)cc(COC(=O)c3ccc(NC(=O)C4CCCCC4)cc3)nc2s1
11	CC1CC(C)CN(C(=O)CCCn2c(=O)c3cccn3c3cccnc32)C1 (configuration not stated)
12	Cc1cccc(N2CCN(Cc3nnc(-c4ccc5c(c4)OCO5)o3)CC2)c1C
13	Nc1nc2c(ncn2[C@@H]2O[C@H](CNC(=O)[C@H](N)Cc3ccccc3)[C@@H](O)[C@H]2O)c(=O)[nH]1
14	c1cncc(Oc2cccc(Oc3cccnc3)c2)c1
15	COc1ccc(N2CCN(C(CNC(=O)c3ccco3)c3ccco3)CC2)cc1 (configuration not stated)
16	CCOC(=O)c1c(C(=O)OCC)c(C)n(N2C(=O)CSC2=S)c1C
screen / no.,9,10,11,12,13,14,15,16
TDP-43 yeast inh,13%,-17%,13%,21%,0%,23%,-8%,-3%
GLP1R ag,0%,nt,8%,nt,5%,-4%,0%,-4%
FUS yeast rescue,nt,26%,14%,15%,-15%,-9%,1%,22%
D3 antag,11,nt,6,nt,12,11,6,-62*
GLP-1R inv ag,11%,-24%,30%,2%,9%,-18%,-27%,10%
Akt phos inh,i,nt,i,nt,i,i,i,i
Abeta yeast res,-11%,-17%,-2%,-1%,-9%,-4%,6%,-6%
PTHR1 ag,-14%,-2%,-28%,?,-11%,-14%,-3%,i
aSyn rescue,4%,nt,1%,nt,0%,9%,-4%,-8%

17	Clc1ccccc1Cc1cn2cc(-c3ccccc3)nc2s1
18	COc1ccc(OC)c(Nc2nc(N)nc(CCl)n2)c1
19	O=C(COC(=O)c1cc(Br)c(Br)s1)NCCC1=CCCCC1
20	Cc1ccc(C(O)Cn2nc(C)cc2C)cc1 (configuration not stated)
21	CCOc1ccc(C(=O)Nc2cccc3ncccc23)cc1Br
22	Cc1nn(C)c(C)c1NC(=O)COc1ccc(F)cc1Br
23	COc1ccc(CCNS(=O)(=O)c2cc(/C=C/C(=O)O)ccc2C)cc1OC
24	Cn1c(COc2ccccc2)nnc1SCC(=O)Nc1nnc(C2CC2)s1
screen / no.,17,18,19,20,21,22,23,24
TDP-43 yeast inh,21%,12%,-3%,3%,2%,0%,-23%,-8%
GLP1R ag,-1%,17%,1%,-1%,-4%,6%,-3%,10%
FUS yeast rescue,10%,12%,nt,-37%,-48%,6%,23%,25%
D3 antag,nt,3,-20,-15,-13,-2,-23,10
GLP-1R inv ag,?,18%,18%,16%,6%,-21%,52%[activator],11%
Akt phos inh,nt,i,i,i,i,i,i,i
Abeta yeast res,-9%,-6%,-9%,-11%,13%,-1%,-2%,1%
PTHR1 ag,-92%[inhibitor],-5%,i,12%,-44%[inhibitor],-21%,?,-9%
aSyn rescue,nt,-1%,-16%,2%,-2%,0%,-1%,-1%

# The closing 3 compounds of the part above come first, to join the parts.
22	Cc1nn(C)c(C)c1NC(=O)COc1ccc(F)cc1Br
23	COc1ccc(CCNS(=O)(=O)c2cc(/C=C/C(=O)O)ccc2C)cc1OC
24	Cn1c(COc2ccccc2)nnc1SCC(=O)Nc1nnc(C2CC2)s1
25	Cc1ccc(-n2c(SCC(N)=O)nnc2-c2cnccn2)cc1
26	COc1ccc(-c2ccnc3nc(N4CCOCC4)nn23)cc1
27	NS(=O)(=O)c1ccc(CCNC(=O)CSc2nc3ccsc3c(=O)n2CC2CCC(C(=O)O)CC2)cc1 (configuration not stated)
28	CCc1nnc(NC(=O)CSc2nnc(-c3ccncc3)n2C)s1
29	NC(=O)COC(=O)c1ccc(Oc2ccccc2)cc1
30	Cn1c(=O)c2c(SCC(=O)NCC3CCCO3)nc(-c3ccccc3F)nc2n(C)c1=O (configuration not stated)
31	O=C(NNC(=O)c1ccc(Oc2cc(Cl)cc(Cl)c2)o1)c1ccccc1
32	O=C(c1ccc(Cl)cc1)N1CCC(=O)N(C(CO)Cc2ccccc2)CC1 (configuration not stated)
screen / no.,22,23,24,25,26,27,28,29,30,31,32
TDP-43 yeast inh,0%,-23%,-8%,2%,?,-3%,4%,?,29%[9.22 µM],10%,15%
GLP1R ag,6%,-3%,10%,-3%,-2%,9%,-8%,2%,nt,-5%,11%
FUS yeast rescue,6%,23%,25%,-3%,21%,-3%,6%,11%,-14%,2%,7%
D3 antag,-2,-23,10,3,-14,22,7,18,nt,-27,-18
GLP-1R inv ag,-21%,52%[activator],11%,6%,22%,10%,0%,0%,8%,?,0%
Akt phos inh,i,i,i,i,i,i,i,i,nt,i,i
Abeta yeast res,-1%,-2%,1%,6%,0%,-1%,2%,29%,-7%,2%,-3%
PTHR1 ag,-21%,?,-9%,-6%,?,i,i,-25%,i,-52%[inhibitor],i
aSyn rescue,0%,-1%,-1%,0%,1%,0%,-3%,3%,nt,5%,10%

# D3 antag: what is marked active above.
no.	Compound	GLP1R ag	D3 antag	Akt phos inh	PTHR1 ag	aSyn rescue
1	Cc1nc(N)sc1-c1csc(Nc2ccccc2)n1	?	-56*	i	i	-10%
16	CCOC(=O)c1c(C(=O)OCC)c(C)n(N2C(=O)CSC2=S)c1C	-4%	-62*	i	i	-8%

# Other records.
33	O=C1c2ccccc2C(Nc2ccc(S(=O)(=O)N3CCCCCC3)cc2)N1c1ccccn1 (configuration not stated)
34	O=C(COc1cccc(-n2cnnn2)c1)Nc1ccc([N+](=O)[O-])cc1
35	COc1ccc(/C=N/NC(=O)c2cccc(C(=O)N/N=C/c3ccc(OC)c(OC)c3)n2)cc1OC
36	O=C(C[C@H]1C/C=C\CC[C@@H](Cc2ccc(F)cc2)C(=O)OCCNC1=O)NCCO
37	CCCC(=O)N1CCCC1(C)C(=O)NCCc1ccccn1 (configuration not stated)
38	CC(c1ccc(C(C)(C)C)cc1)S(=O)CC(O)CO (configuration not stated)
39	O=C(Nc1ccc2oc(-c3cccc4c(Br)cccc34)nc2c1)c1cccc(Cl)c1
40	C=CCN(c1ccccc1C(=O)O)S(=O)(=O)/C=C/c1ccccc1
41	O=C(CSc1nnc(-c2ccccc2)n1-c1ccc(Cl)cc1)NNC(=S)Nc1ccccc1
42	Cc1c(/C=N/NC(=O)c2ccc(O)cc2)c2ccccn2c1C(=O)c1ccc(F)cc1
screen / no.,33,34,35,36,37,38,39,40,41,42
TDP-43 yeast inh,-13%,-4%,5%,1%,24%,23%,14%,14%,21%,16%
GLP1R ag,-5%,8%,2%,-5%,-2%,-1%,nt,-1%,4%,0%
FUS yeast rescue,-24%,21%,-6%,-3%,-24%,nt,12%,-4%,nt,?
D3 antag,0,-15,-5,7,19,14,nt,6,-14,-28
GLP-1R inv ag,-9%,4%,5%,13%,4%,1%,2%,-9%,-3%,?
Akt phos inh,i,i,i,i,i,i,nt,i,i,i
Abeta yeast res,-14%,-7%,-1%,-19%,-7%,6%,-1%,3%,15%,-20%
PTHR1 ag,i,i,-5%,4%,-18%,-13%,i,i,-8%,-16%
aSyn rescue,0%,0%,-7%,1%,6%,2%,nt,5%,6%,-10%

# High-throughput results deposited in PubChem by National Center for Advancing Translational Sciences (NCATS).
